PTHR1 agonist: agonists of human PTHR1 parathyroid hormone receptor | Potency, µM (series often up to 115 µM), for the others: at the highest dose activation, most hits filed as activators | AID 743266 | Q03431 | HEK293 GP2 PTHR1 cells, GloSensor cAMP luminescence, 1 h | 410,000 tested, 0.075% active; further: nearly all actives have a fitted effect of over 55% in size; some results filed as inactive show a strong effect at the top dose; inactives centre near -15; many of its hits are not listed in these tables
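HEK-293-derived GP2 cells expressing PTHR1 and a GloSensor cAMP reporter, 3,000/well, plated overnight, given luciferin plus IBMX (each 0.5 mM as added) for 1 h at 37 °C, then compound for 1 h at 37 °C. Luminescence was read after 15 min at room temperature.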
EPAC1 antag: EPAC1 (human) antagonism; EPAC1 GEF assay, Rap1b-BODIPY-GDP exchange fluorescence; Potency, µM (titrated, usually from 115 µM), without a hit: at the highest dose activity change, negative = inhibition, usual class: inhibitors; 360,000 tested, 0.14% active;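 further: plate controls were vehicle for no effect and positive control for full effect; nearly all actives have a fitted effect of over 50% in size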
Target sequence (O95398 whole entry, looked up): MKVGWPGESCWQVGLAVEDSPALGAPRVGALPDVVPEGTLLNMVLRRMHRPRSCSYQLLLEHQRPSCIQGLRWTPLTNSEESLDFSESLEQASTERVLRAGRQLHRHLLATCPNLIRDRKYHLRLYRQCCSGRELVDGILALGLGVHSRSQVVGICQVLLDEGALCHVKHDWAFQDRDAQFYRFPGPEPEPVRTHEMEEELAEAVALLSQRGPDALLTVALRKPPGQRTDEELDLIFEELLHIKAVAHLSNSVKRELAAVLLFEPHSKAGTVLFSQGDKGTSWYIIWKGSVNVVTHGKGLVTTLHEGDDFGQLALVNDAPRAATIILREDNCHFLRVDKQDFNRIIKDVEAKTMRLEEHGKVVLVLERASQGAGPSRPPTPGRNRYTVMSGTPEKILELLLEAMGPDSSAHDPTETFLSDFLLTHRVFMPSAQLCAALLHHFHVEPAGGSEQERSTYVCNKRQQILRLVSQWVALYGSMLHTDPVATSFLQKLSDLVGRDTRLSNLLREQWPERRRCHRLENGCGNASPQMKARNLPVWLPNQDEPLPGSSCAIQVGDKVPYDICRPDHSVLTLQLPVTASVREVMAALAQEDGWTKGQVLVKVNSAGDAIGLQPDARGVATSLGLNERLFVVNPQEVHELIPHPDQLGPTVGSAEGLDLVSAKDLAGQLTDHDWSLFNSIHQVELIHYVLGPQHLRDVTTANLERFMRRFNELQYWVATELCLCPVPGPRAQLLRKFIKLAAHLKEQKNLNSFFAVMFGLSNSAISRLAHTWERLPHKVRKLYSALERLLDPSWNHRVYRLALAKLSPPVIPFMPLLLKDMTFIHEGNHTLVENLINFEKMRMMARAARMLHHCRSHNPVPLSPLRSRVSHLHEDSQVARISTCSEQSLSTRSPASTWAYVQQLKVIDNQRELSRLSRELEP
EPAC2 antag: EPAC2 (human) antagonism. EPAC2 GEF exchange of Rap1B-BODIPY-GDP, fluorescence. Potency, µM (doses to about 114 µM), inactives show at the highest dose activity, negative = inhibition, usual class: inhibitors. 360,000 tested, 0.18% active. AID 720708; further: on the % scale 0 is the no-effect control and ±100 the full control effect; nearly all actives have a fitted effect of over 45% in size; many of its hits are not listed in these tables
aSyn rescue: alpha-synuclein toxicity inhibition in yeast. Yeast expressing alpha-synuclein, growth rescue, BacTiter-Glo, 24 h. Potency, µM (doses to about 46.1 µM), without a hit: at the highest dose growth rescue (activation), hits mostly activators. 370,000 tested, 0.14% active. AID 652106; further: % of control where 0% means no effect; nearly all actives have a fitted effect of over 65% in size
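Galactose-induced alpha-syn yeast (OD600=0.02, raffinose-pregrown) + pinned cpd, 24 hr, 30 deg C; growth by BacTiter-Glo luminescence. Growth restoration scores as activation.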
EPAC1 agonist: agonists of human EPAC1 | EPAC1 agonist qHTS, biochemical assay; response scale: 100% = response to 6.5 mM cAMP | O95398 | Potency, µM (top dose mostly 154 µM), for inactives: at the highest dose activation, actives largely listed as activators | AID 720707 | 360,000 tested, 0.073% active; further: nearly all actives have a fitted effect of over 60% in size
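Normalized to 6.5 mM cAMP, activity reflects EPAC1-catalysed release of BODIPY-GDP from Rap1B, followed kinetically over 30 min at 480 nm excitation, 540 nm emission. Reaction contained 100 nM EPAC1, 250 nM Rap1B-BODIPY-GDP, 50 uM GDP.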
EPAC2 agonist: agonists of human EPAC2 (RAPGEF4); Q8WZA2; EPAC2 activation, biochemical qHTS; response scale: 100% = 6.5 mM cAMP response; Potency, µM (doses to about 154 µM), without a hit: top-dose activation, usual class: activators; 360,000 tested, 0.079% active; AID 720711; further: nearly all actives have a fitted effect of over 50% in size
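qHTS, titration series. 100 nM EPAC2 / 250 nM Rap1B-BODIPY-GDP / 50 uM GDP; RT; ex 480/em 540 nm, 5-min reads to 30 min. Norm. to 6.5 mM cAMP = activation.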
FUS suppressor: rescues growth of FUS-expressing yeast; 390,000 tested, 0.24% active; S. cerevisiae FUS-expressing, growth rescue, OD600, 24 h; Potency, µM (top dose mostly 76.6 µM), for the others: at the highest dose growth rescue (activation), usual class: activators;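 further: plate controls were DMSO vehicle for no effect and reference control for full effect; nearly all actives have a fitted effect of over 55% in size; some results filed as inactive show a strong effect at the top dose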
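FUS-expressing yeast, raffinose-pregrown, induced in 2% galactose minimal medium at OD 0.005; compounds in a dilution series, 24hr at 30C. Growth restoration read as absorbance at 600 nm. CP55940 positive control, DMSO negative.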
TDP-43 yeast inh: inhibitors of TDP-43 toxicity in yeast. Potency, µM (titrated, usually from 46.1 µM), for inactives: at the highest dose growth rescue (activation), hits mostly activators. 410,000 tested, 1.8% active. TDP-43 expressing yeast growth rescue, BacTiter-Glo, 24 h; further: % of control where 0% means no effect; nearly all actives have a fitted effect of over 50% in size
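Yeast cells expressing TDP-43 under galactose induction are exposed to compounds for 24 hr at 30 deg C. BacTiter-Glo luminescence measures growth, so protective compounds score as activators.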
An asterisk follows results filed as active; i = inactive; ? = inconclusive; . = not tested or not shown; [ ] = another dose, or the depositor's remark. The call rests on the fitted dose curve; in most records, active means well fitted curve in the direction sought with a large enough effect; inconclusive means small, poorly fitted or top-dose-only effect, or another doubt; inactive means no such curve, though single readings can be large; an effect the other way counts as inactive or inconclusive. Potency means the concentration at half of the fitted maximal effect. A portion of the library; the hit share may differ from the screen's.

SMILES	PTHR1 agonist	EPAC1 antag	EPAC2 antag	aSyn rescue	EPAC1 agonist	EPAC2 agonist	FUS suppressor	TDP-43 yeast inh
CS(=O)(=O)c1ccc(C(=O)OCC(=O)N2CCCc3ccccc32)cc1	-21%	1%	8%	0%	0%	4%	4%	26%
Cc1ccc(C(O)c2ncc(-c3ccc(F)cc3)[nH]2)c(C)c1 (centres undefined)	-56%	-16%	-13%	4%	-1%	11%	2%	17%
CC(C)CCNC(=O)CCn1c(=S)oc2ccccc21	i	1%	5%	0%	-5%	7%	-7%	-10%[0.397 µM]
CCN1CCN(CCOCCOc2ccccc2)CC1	-22%	2%	0%	2%	8%	3%	-20%	-10%
CCOC(=O)N1CCN(C(=O)CC(C)S(=O)(=O)c2cc3c(cc2C)NC(=O)CO3)CC1 (centres undefined)	i	-12%	3%	-4%	2%	-5%	-9%	-15%
Cc1ccnc(NC(=O)Nc2ccc3c(c2)N(C)C(=O)CS3)c1	-27%	13%	0%	-2%	-3%	-9%	19%	8%
CCc1nc2nc(C)c(NS(=O)(=O)c3ccc(C4CCCCC4)cc3)c(=O)n2[nH]1	i	-10%	?	0%	6%	8%	17%	-3%
CC(=O)Nc1cc(NC(C)=O)cc(C(=O)OCC(=O)N2CC(C)OC(C)C2)c1 (centres undefined)	i	1%	0%	-8%	-4%	-2%	-27%	13%
CCN(CC)Cc1c(O)ccc2c(C)c(CC(=O)OC)c(=O)oc12	-10%[57.5 µM]	-15%	-5%	1%	0%	2%	20%	?
CCCn1nc2cc(C(=O)N(CC)c3ccc(OC)cc3)ccc2c1OCC	i	5%	6%	2%	9%	-1%	-8%	12%
CCOc1ccc(NC(=O)c2ccc3[nH]c(=O)c(=O)[nH]c3c2)cc1	1%	-6%	-3%	-5%	-9%	3%	-2%	7%
O=C(CSc1nnc(-c2cccnc2)n1Cc1ccco1)c1ccc(Cl)c(Cl)c1	-15%	-25%	-5%	9%	4%	-5%	45%	29%
COc1cc(C2C(C#N)=C(N)N(c3sc4c(c3C#N)CCCC4)C3=C2C(=O)CC(C)(C)C3)cc(OC)c1OC (centres undefined)	-4%[57.5 µM]	17%	27%	-13%	-13%	-9%	34%	-3%
COc1cc(OC)cc(C2=Cc3ccccc3C(CC(C)=O)N2c2ccc(C#CC3(O)CCCCC3)cc2)c1 (centres undefined)	i	-1%	4%	-2%	14%	13%	35%	0%
CCOc1ccc(OCCC(=O)OCC(=O)NCCc2ccc(S(N)(=O)=O)cc2)cc1	-27%	17%	5%	2%	-1%	3%	-14%	-14%
CC1CN(C(=O)CCNC(=O)c2ccccc2Cl)CC(C)O1 (centres undefined)	21%	-9%	-5%	-1%	0%	0%	-16%	-2%
COc1cc(C(=O)NCCCCc2ccccc2)cc(OC)c1OC	i	-10%	-3%	10%	-9%	1%	?	11%
CN(C(=O)c1ccc(N2CCCCC2)c([N+](=O)[O-])c1)C1(C)CCS(=O)(=O)C1 (centres undefined)	-23%	-11%	-3%	7%	-8%	10%	6%	2%
CC(C)CN(CC(C)C)C1=N/C(=C\c2ccco2)C(=O)N1c1ccccc1	i	-9%	?	-10%	-13%	-2%	?	0%
CN(CC(=O)OCC(=O)Nc1ccccc1)S(=O)(=O)c1ccc(Cl)cc1	i	-21%	0%	-4%	-1%	-11%	13%	3%
O=c1oc2c(CN3CCOCC3)c(O)ccc2c2c1CCC2	i	3%	1%	-2%	-1%	0%	23%	-3%
CCC(NC(=S)NCc1ccc(F)cc1)c1ccc(C(C)C)cc1 (centres undefined)	-19%	-23%	-12%	5%	1%	20%	-2%	23%
NC(=O)COC(=O)c1cc([N+](=O)[O-])ccc1NCCO	-28%	-13%	7%	-3%	8%	10%	0%	-4%
COc1cc(C)c(N(C(C)=O)c2ccccc2)c(C)c1	i	1%	-4%	7%	7%	7%	-11%	?
CC(C)OC(=O)c1cc2c(ccn2C)n1CC(=O)N(Cc1ccccc1)c1ccc(F)cc1	-6%	?	-8%	15%	-12%	2%	.	-3%
CCC1(c2ccc(F)cc2)NC(=O)N(CC(=O)NCc2ccccc2Cl)C1=O (centres undefined)	-5%	-23%	-2%	-1%	-4%	3%	26%	7%
COc1cccc(NC(=O)CSc2nc(=O)n(Cc3ccncc3)c3c2CCCC3)c1	i	-4%	5%	-4%	7%	1%	19%	13%
O=C(COc1ccccc1)NCC(=O)NC1=NCCS1	21%[57.5 µM]	9%	9%	-3%	-8%	4%	-1%	6%
N#Cc1cccc(C(c2nnnn2Cc2ccccc2)N2CCCC2)c1 (centres undefined)	i	-7%	-3%	2%	10%	14%	-9%	-1%
C#CCOCCOCCOCCNc1nc(N2CCN(C(=O)[C@H](Cc3ccc(O)cc3)n3cc([C@@H](N)C(C)CC)nn3)CC2)nc(N2CCN(C(=O)[C@H](Cc3cc4ccccc4[nH]3)n3cc([C@@H](N)C(C)CC)nn3)CC2)n1 (some centres undefined)	?	-23%	6%	-5%	2%	11%	29%	-4%

Entries from the list above containing a nitro group on carbon (2):
SMILES	PTHR1 agonist	EPAC1 antag	EPAC2 antag	aSyn rescue	EPAC1 agonist	EPAC2 agonist	FUS suppressor	TDP-43 yeast inh
CN(C(=O)c1ccc(N2CCCCC2)c([N+](=O)[O-])c1)C1(C)CCS(=O)(=O)C1 (centres undefined)	-23%	-11%	-3%	7%	-8%	10%	6%	2%
NC(=O)COC(=O)c1cc([N+](=O)[O-])ccc1NCCO	-28%	-13%	7%	-3%	8%	10%	0%	-4%

Next records follow:
SMILES	PTHR1 agonist	EPAC1 antag	EPAC2 antag	aSyn rescue	EPAC1 agonist	EPAC2 agonist	FUS suppressor	TDP-43 yeast inh
CCCOc1ccc2oc(=O)c3c(c2c1)CCCN3C(=O)CN1CCCC(C(=O)OCC)C1 (centres undefined)	-10%	-24%	-16%	-3%	-14%	11%	-13%	-30%[inhibitor]
OC[C@H]1O[C@H](c2nc(-c3nc(-c4cccs4)no3)cs2)C[C@@H]1O	-54%[inhibitor]	-10%	19%	-2%	3%	2%	-20%	18%
Cn1ccc2c(-c3ccc(F)cc3)cc3c(c21)C1CCC3C1 (centres undefined)	-23%	-13%	8%	-20%	15%	7%	8%	0%
CCN(CC(=O)Nc1ccccc1C(F)(F)F)C(=O)c1ccc2[nH]c3c(c2c1)CC(C)CC3 (centres undefined)	-56%[inhibitor]	-8%	-17%	3%	10%	-8%	39%	12%
O=P(O)(CCc1ccncc1)CN1CCCCC1	8%[57.5 µM]	2%	-6%	1%	0%	6%	-9%	-9%
Cc1ccc(NC(=O)c2sc3nc(CCl)[nH]c(=O)c3c2C)c(C)c1	-8%	-17%	-3%	-8%	3%	4%	32%	-10%
COCCCn1c(C(=O)N2CCOCC2)cc2c(=O)n3cccc(C)c3nc21	i	-2%	6%	9%	-10%	-2%	-1%	24%
COc1ccc(-c2ccc(C(=O)NCc3ccncc3)c3occc23)c(C)c1	-84%[inhibitor]	2%	-29%	16%	1%	14%	3%	15%
O=C(NCc1ccc2c(c1)OCO2)c1ccc2c(c1)OCCO2	-7%	-7%	-8%	-23%	6%	-2%	-18%	25µM*
CS(=O)(=O)c1cccc(C(=O)Nc2ccc(S(=O)(=O)N3CCCCC3)cc2)c1	-65%[inhibitor]	-1%	-5%	3%	-18%	-1%	31%	6%

Single records (already shown). Screens in order: PTHR1 agonist	EPAC1 antag	EPAC2 antag	aSyn rescue	EPAC1 agonist	EPAC2 agonist	FUS suppressor	TDP-43 yeast inh
`O=P(O)(CCc1ccncc1)CN1CCCCC1` is entered as 8%[57.5 µM]	2%	-6%	1%	0%	6%	-9%	-9%
`OC[C@H]1O[C@H](c2nc(-c3nc(-c4cccs4)no3)cs2)C[C@@H]1O` is entered as -54%[inhibitor]	-10%	19%	-2%	3%	2%	-20%	18%

Further results.
SMILES	PTHR1 agonist	EPAC1 antag	EPAC2 antag	aSyn rescue	EPAC1 agonist	EPAC2 agonist	FUS suppressor	TDP-43 yeast inh
C=CCNC(=O)/C(C#N)=C/c1c(N2CC(C)OC(C)C2)nc2ccccn2c1=O (centres undefined)	i	-13%	11%	-7%	-9%	7%	8%	9%
CC1CCN(c2cc(N3CCC(C)CC3)c([N+](=O)[O-])cc2/C=C(\C#N)c2nn(-c3ccccc3)c(N)c2C#N)CC1	i	-14%	-8%	0%	-7%	0%	12%	-12%
CC1CCC2(CC1)NC(=O)N(CC(=O)Nc1cccc(S(=O)(=O)N3CCCC3)c1)C2=O (centres undefined)	-25%	-2%	-21%	7%	-7%	-1%	-16%	19%
CC(C)n1cnc2c(Nc3ccc(F)c(Cl)c3)nc(NCCO)nc21	-14%	-18%	-7%	-17%	14%	7%	-6%	?
CCn1c(N)c(C(N)=O)sc1=S	i	-2%	11%	-17%	-16%	-81%[inhibitor][15.6 µM]	-25%	-7%
O=C(COC(=O)c1cccnc1Cl)Nc1ccc(N2CCOCC2)cc1	i	0%	13%	-1%	-20%	-5%	-8%	23%
Cc1cc(=O)[nH]c(N/N=C/c2ccccc2C(F)(F)F)n1	-4%	-17%	11%	-2%	-11%	6%	-8%	-9%
O=C(Nc1ccc2c(c1)oc1ccccc12)C1CC1	-22%	7%	10%	2%	-2%	-2%	-25%	12%
O=C(CCCC(=O)OCC(=O)c1cccs1)Nc1ccc(Oc2ccccc2)cc1	-19%	-6%	-2%	6%	17%	-8%	9%	6%
C/C(=N\NC(=S)NCc1ccccc1)c1ccccc1F	-9%	-6%	-2%	-8%	21%	20%	-8%	-11%
O=C(CN(c1ccccn1)S(=O)(=O)c1ccccc1)Nc1ccccc1	i	-27%	2%	2%	-2%	2%	-25%	22%
CCOC(=O)Cc1cnc(NC(=O)CSc2nc(C)cc(C)n2)s1	-24%	3%	6%	-5%	-2%	-4%	10%	11%
Cc1ccc2cn[nH]c2c1[N+](=O)[O-]	i	-2%	-5%	0%	4%	5%	-8%	5%
Cc1ccc(NC(=O)CN2CCCC2)cc1	-4%	7%	0%	-10%	1%	10%	-14%	13%
COc1ccc(-c2noc3c2-c2nc(-c4ccc(C)cc4)sc2CC3)cc1	-8%	-5%	3%	-3%	0%	18%	-26%	-3%
CCOc1ccc2nc(S(=O)(=O)NC(=O)C3(C)CCN3C(=O)CCc3cccs3)sc2c1 (centres undefined)	1%	-1%	?	2%	-9%	-1%	-1%	0%
O=C(Nc1nnc(Cc2ccccc2)s1)C1CCN(C(=O)c2ccco2)CC1	-7%	2%	4%	3%	10%	9%	-2%	3%
O=C(Cc1ccc(F)cc1)Nc1ccc(S(=O)(=O)N2CCCC2)cc1	i	-6%	2%	-5%	-2%	9%	25%	0%
C=CCNC(=O)C1CCN(S(=O)(=O)c2ccc3ccccc3c2)CC1	i	-7%	4%	2%	10%	10%	1%	23%
CCC(CC)c1nnc(NC(=O)Cc2c[nH]c3ccccc23)s1	i	3%	9%	11%	-2%	-1%	37%	-5%

Assay outcomes from PubChem BioAssay.
